Bioassay records: PubChem BioAssay, NCI
bub3 – NCI yeast anticancer drug screen, S. cerevisiae bub3 mutant strain. AID 167, 2004. growth inhibition, % at 50 µM. 78,000 compounds, 9.9% hits;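 note: 0% = growth of vehicle-only cultures of the same strain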
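Compounds were applied to a genetically altered yeast strain carrying a cell-cycle control defect. Growth inhibition was scored against vehicle-treated controls.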
yeast sgs1 mgt1 – NCI yeast anticancer drug screen, S. cerevisiae sgs1 mgt1 strain; 78,000 compounds, 10% hits; % growth inhibition at 50 µM;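 note: 0% = growth of vehicle-only cultures of the same strain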
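Genetically altered yeast, compound exposure, growth inhibition relative to vehicle.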
mlh1 rad18 – NCI yeast anticancer drug screen, S. cerevisiae mlh1 rad18 strain; % growth inhibition at 50 µM; 79,000 compounds, 11% hits; AID 175, 2004;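 note: 0% = growth of vehicle-only cultures of the same strain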
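Inhibition values reflect reduced growth of mutant yeast versus vehicle-treated controls following compound exposure; the mutations affect DNA damage repair.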
cln2 rad14 – NCI yeast anticancer drug screen, S. cerevisiae cln2 rad14 strain. % growth inhibition at 50 µM. 78,000 compounds, 8.3% hits. AID 165, 2004;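 note: 0% = growth of vehicle-only cultures of the same strain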
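Strain: cln2 rad14 yeast, altered in cell cycle control and DNA damage repair. Read-out: growth inhibition vs vehicle.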
mec2-1 – NCI yeast anticancer drug screen, S. cerevisiae mec2-1 strain | % growth inhibition at 50 µM | 79,000 compounds, 9% hits;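 note: 0% = growth of vehicle-only cultures of the same strain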
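Using mec2-1 yeast: add compound, measure growth, express inhibition versus vehicle-treated cultures.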
rad50 – NCI yeast anticancer drug screen, S. cerevisiae rad50 strain; AID 155, 2004; 79,000 compounds, 10% hits; growth inhibition, % at 50 µM;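 note: 0% = growth of vehicle-only cultures of the same strain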
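Readout: growth inhibition relative to vehicle-treated cultures. Compound exposure was carried out in a genetically defined yeast strain deficient in DNA damage repair.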
* marks the source's active call; other numbers are inactive results. Cut-off read from the data, not from the text of the source: active = growth inhibition above about 70%; inactive = the rest. An unsorted share of the library; about 13% have a hit in one of these screens.

SMILES	bub3	yeast sgs1 mgt1	mlh1 rad18	cln2 rad14	mec2-1	rad50
C#CCOC(=O)[C@@H](C)c1ccc2cc(OC)ccc2c1	37	52	43	17	4	11
CCC1=CCC2C(=O)c3cc4ccccc4cc3C(=O)C2C1 (stereo not drawn)	93*	90*	95*	38	96*	89*
O=CN1CCN(C=S)CC1	3	-10	-15	4	-10	-14
CC1=C(C(N)=O)C(c2ccccc2)NC(=S)N1 (stereo not drawn)	3	-12	5	4	9	-16
CCCCC(=O)N1CC(C)OC(C)C1 (stereo not drawn)	18	-4	5	9	4	-12
O=C(NS(=O)(=O)c1ccccc1)C(Cc1ccccc1)C(Cc1ccccc1)C(=O)NS(=O)(=O)c1ccccc1 (stereo not drawn)	-2	-23	10	-3	1	0
C=CCc1c2c(ccc(=O)c1O)-c1c(cc(OC)c(OC)c1OC)CCC2NC(C)=O (stereo not drawn)	53	65	67	72*	60	70*
CCCCCCCC(=O)NN(Cn1c(=S)sc2ccccc21)Cn1c(=S)sc2ccccc21	-3	27	7	22	9	32
Cc1ccc(NC(=O)OCCOc2c(C(C)C)cccc2C(C)C)c([N+](=O)[O-])c1	-8	9	18	-42	-3	-1
O=[N+]([O-])c1ccc(N/N=C(/c2ccc(Cl)cc2)c2ccccc2Cl)c([N+](=O)[O-])c1	3	-6	21	-17	1	-16
CCN(CC)c1ccc2cc(C(=O)Nc3ccccc3)c(=N)oc2c1	-20	2	-39	14	5	16
C=CC(C)(CCC=C(C)C)OC(C)=O (stereo not drawn)	24	15	35	2	6	28
O=[N+]([O-])c1ccc2c(c1)c(S(=O)(=O)O)cc1nonc12	22	-15	22	2	13	16
CC1(C)CN(Cc2ccccc2)C(C)(C)CN1	-10	-6	-5	-55	-7	-6
CCN(CC)CCC(C)C(Cc1cccs1)OC(C)=O (stereo not drawn)	35	-3	6	-39	-4	4
N#Cc1c(C(F)(F)F)cc(-c2cccs2)nc1SC(C(=O)Nc1c(F)cccc1F)c1ccccc1 (stereo not drawn)	15	23	26	20	-20	16
CC(CC=O)CCCC(C)(C)O (stereo not drawn)	-10	13	6	16	13	14
CS(=O)(=O)OCCN(CCOS(C)(=O)=O)c1ccc(C=Nc2ccc(-c3csc(-c4ccc(Br)cc4)n3)cc2)c(Cl)c1	80*	92*	91*	46	56	72*
O=C1NC(c2ccccc2)(c2ccccc2)Cc2ccccc21	-6	5	15	-6	-1	14
CCc1nc(N)nc(N)c1-c1ccc(N(C)Cc2ccccc2)c([N+](=O)[O-])c1	10	3	14	4	22	9
Cc1ccc(/C=N/NC(=O)c2ccncc2)cc1	-4	2	9	-54	-3	3
COc1cc(C2c3cc4c(cc3[C@H](OCCN(C)C)[C@@H]3COC(=O)C23)OCO4)cc(OC)c1O (stereo partly drawn)	78*	83*	83*	68	88*	83*
COC(=O)c1ccccc1NC(OC)c1cccc([N+](=O)[O-])c1 (stereo not drawn)	13	12	6	18	13	19
O=[N+]([O-])c1ccc(F)c(Cl)c1	9	-2	-7	5	-25	-11
CCC(CC)=C(c1ccc(C)cc1)c1ccc(C)cc1	5	-2	-12	-53	-13	-25

22 neighbouring entries from above:
SMILES	bub3	yeast sgs1 mgt1	mlh1 rad18	cln2 rad14	mec2-1	rad50
CC1=C(C(N)=O)C(c2ccccc2)NC(=S)N1 (stereo not drawn)	3	-12	5	4	9	-16
CCCCC(=O)N1CC(C)OC(C)C1 (stereo not drawn)	18	-4	5	9	4	-12
O=C(NS(=O)(=O)c1ccccc1)C(Cc1ccccc1)C(Cc1ccccc1)C(=O)NS(=O)(=O)c1ccccc1 (stereo not drawn)	-2	-23	10	-3	1	0
C=CCc1c2c(ccc(=O)c1O)-c1c(cc(OC)c(OC)c1OC)CCC2NC(C)=O (stereo not drawn)	53	65	67	72*	60	70*
CCCCCCCC(=O)NN(Cn1c(=S)sc2ccccc21)Cn1c(=S)sc2ccccc21	-3	27	7	22	9	32
Cc1ccc(NC(=O)OCCOc2c(C(C)C)cccc2C(C)C)c([N+](=O)[O-])c1	-8	9	18	-42	-3	-1
O=[N+]([O-])c1ccc(N/N=C(/c2ccc(Cl)cc2)c2ccccc2Cl)c([N+](=O)[O-])c1	3	-6	21	-17	1	-16
CCN(CC)c1ccc2cc(C(=O)Nc3ccccc3)c(=N)oc2c1	-20	2	-39	14	5	16
C=CC(C)(CCC=C(C)C)OC(C)=O (stereo not drawn)	24	15	35	2	6	28
O=[N+]([O-])c1ccc2c(c1)c(S(=O)(=O)O)cc1nonc12	22	-15	22	2	13	16
CC1(C)CN(Cc2ccccc2)C(C)(C)CN1	-10	-6	-5	-55	-7	-6
CCN(CC)CCC(C)C(Cc1cccs1)OC(C)=O (stereo not drawn)	35	-3	6	-39	-4	4
N#Cc1c(C(F)(F)F)cc(-c2cccs2)nc1SC(C(=O)Nc1c(F)cccc1F)c1ccccc1 (stereo not drawn)	15	23	26	20	-20	16
CC(CC=O)CCCC(C)(C)O (stereo not drawn)	-10	13	6	16	13	14
CS(=O)(=O)OCCN(CCOS(C)(=O)=O)c1ccc(C=Nc2ccc(-c3csc(-c4ccc(Br)cc4)n3)cc2)c(Cl)c1	80*	92*	91*	46	56	72*
O=C1NC(c2ccccc2)(c2ccccc2)Cc2ccccc21	-6	5	15	-6	-1	14
CCc1nc(N)nc(N)c1-c1ccc(N(C)Cc2ccccc2)c([N+](=O)[O-])c1	10	3	14	4	22	9
Cc1ccc(/C=N/NC(=O)c2ccncc2)cc1	-4	2	9	-54	-3	3
COc1cc(C2c3cc4c(cc3[C@H](OCCN(C)C)[C@@H]3COC(=O)C23)OCO4)cc(OC)c1O (stereo partly drawn)	78*	83*	83*	68	88*	83*
COC(=O)c1ccccc1NC(OC)c1cccc([N+](=O)[O-])c1 (stereo not drawn)	13	12	6	18	13	19
O=[N+]([O-])c1ccc(F)c(Cl)c1	9	-2	-7	5	-25	-11
CCC(CC)=C(c1ccc(C)cc1)c1ccc(C)cc1	5	-2	-12	-53	-13	-25

Continued:
SMILES	bub3	yeast sgs1 mgt1	mlh1 rad18	cln2 rad14	mec2-1	rad50
CCC(C)(C[NH-])C[NH-].[Cl][Pt+2][Cl]	-15	4	-18	10	46	28
CN(C)c1ccc(N=Nc2ccncc2)cc1	86*	71*	68	37	53	82*
c1ccc(CCC2OCC(c3ccccc3)O2)cc1 (stereo not drawn)	59	-3	-2	-36	19	-22
O=C(NNC(=O)c1ccc2ccccc2c1)c1cccc(Br)c1	-6	-7	-8	10	-21	-21
CCOC(=O)/C(C#N)=C(\C)c1ccc(O)c(OC)c1	-8	-3	15	24	9	11
CCCCCCCCCC(=O)N/N=C/c1cccc([N+](=O)[O-])c1	10	21	22	-10	15	0
Cc1cccc(C)c1N1C(=O)C(=O)C(c2nc3ccccc3s2)/C(=N/NC(=O)c2ccccc2O)C1=O (stereo not drawn)	66	49	48	70	56	72*
Nc1cccc(/C=C(/C(=O)O)c2ccc(Cl)cc2)c1	-16	-7	0	-39	-4	3
CC1(C)CC(=O)OC/C=C\CC(Cc2ccccc2)C(=O)C1 (stereo not drawn)	12	-12	2	7	15	5
CCOC(=O)C(=O)/C=C(\C)Nc1c(NC2OCC(OC(C)=O)C(OC(C)=O)C2OC(C)=O)nc(SC)[nH]c1=O (stereo not drawn)	-6	-5	-22	24	-31	-9
C1=CC2C(C1)C1CC(OCCOC3CC4CC3C3C=CCC43)C2C1 (stereo not drawn)	26	21	2	-26	-20	34
Cc1[nH]c2ccc(N=CN(C)C)cc2c1C	8	-6	-1	-83	7	-2
COC(=O)C1(C)C=CC(=O)C2(C)C1C(O)C1OC3CC(c4ccoc4)C(C)=C3C1(C)C2CC(=O)O (stereo not drawn)	11	20	-21	12	-7	20
CCN(CC)C(=S)N/N=C/c1cc(OC)ccc1O	62	62	27	54	73*	70
NC(=O)C1=CNCCC1	11	-6	15	12	-6	-1
Cn1c(N)c(C(=O)Cc2ccccc2)c(=O)n(C)c1=O	13	9	14	15	9	33
CC(C)(C)C(=O)OCC1CCC(n2cnc3c(=O)[nH]c(N)nc32)O1 (stereo not drawn)	-2	-4	26	3	2	34
O=S(=O)(O)c1cccc2ccc(O)cc12	-11	-2	44	-37	-4	-4
N#CS/C=C/SC#N	99*	100*	100*	99*	99*	100*
CCOC(=O)c1ccc(NC(=S)N(CCC#N)C2CCCCC2)cc1	48	63	31	27	7	33
O=c1[nH]c(=O)n(C2CC(O)C(CO)O2)cc1OCc1ccccc1 (stereo not drawn)	0	-4	6	10	4	-27
CCCN(CCC)N=Nc1ccccc1	-3	-11	-9	5	-12	5
O=C(O)c1ccc(N=NC2Sc3nc4ccccc4n3C2=O)cc1 (stereo not drawn)	11	16	44	-9	-14	17
COc1ccc(/C=C2\C(=O)N(C(=O)c3ccc(NC(C)=O)cc3)N=C2C)cc1	-21	-39	-41	0	-36	-28
COC(=O)c1ccccc1N=NNc1ccccc1C(=O)OC	15	4	22	24	13	11

Next results.
SMILES	bub3	yeast sgs1 mgt1	mlh1 rad18	cln2 rad14	mec2-1	rad50
CCCCCCCCCCCCOC(=O)OCCCCCCCCCCCC	-29	-25	-28	7	-33	-34
CSc1nc(NC2OC(CO)C(O)C(O)C2O)c(C=O)c(=O)[nH]1 (stereo not drawn)	12	15	32	5	1	-11
IC1CCC2OC1CCC2I (stereo not drawn)	-5	-4	12	-8	2	3
O=C(O)/C=C(/C(=O)O)C12CCN3CC4=CCOC5CC(=O)NC1C5C4CC32 (stereo not drawn)	-59	-43	-20	-21	-10	-49
CCCCCCCCCCCCCCCCCCCOc1ccc(OCCCCCCCCCCCCCCCC)cc1	2	29	3	-33	4	51
NNC(=O)CCCCCCO	18	10	7	28	16	5
C/C(=N/OC1=CC(=O)CC(C)(C)C1)c1ccccc1	24	0	1	-53	1	2
CCCCCCCCCCCCCCC1CC(=O)OC1=O (stereo not drawn)	-11	-10	-32	0	-30	-23
CC/C=C/C(=O)CC(O)(C(F)(F)F)C(F)(F)F	-30	12	-21	-21	9	-31
C[n+]1ccc(C(=O)c2ccccc2)cc1	4	8	8	-17	0	-29
Cc1cccc2[nH]c(=S)[nH]c12	-13	14	-8	3	-10	18
Oc1cccc(Oc2cccc(Oc3cccc(O)c3)c2)c1	8	-4	-8	-9	-14	-14
Cc1ccc(Cc2ccc(CCc3ccc(Cc4ccc(C)cc4)cc3)cc2)cc1	12	19	12	32	7	10
COC(=O)C1OC1(C)c1ccccc1 (stereo not drawn)	-2	0	-3	0	5	2
CCCCCCNC(=O)CCN(C(=O)O)S(=O)(=O)c1ccc(NC(=O)c2ccccc2)cc1	7	9	-1	18	-3	12
Cc1cccc(Nc2c(C(=O)O)cnc3cc4c(cc23)OCO4)c1	-6	3	-6	-50	-5	-3
O=C(c1c(F)c(F)c(F)c(F)c1F)n1c(=O)[nH]c2ccccc21	23	-10	-27	-12	13	-18
CCCCOC(=O)C(C)OCCC#N (stereo not drawn)	-7	-3	7	-2	13	10
CCCOc1ccc(C(=O)O)cc1	-15	6	4	-2	8	11
Cc1ccc(S(=O)(=O)N=Nc2c(O)[nH]c3c(Cl)cc(Cl)cc23)cc1	-22	5	23	-1	-19	-12
CC(=O)OC1CC2C(C)(C)OC3CC(=O)OCC32C2CCC3(C)C(=CCC3c3ccoc3)C12C (stereo not drawn)	-10	-27	1	18	-6	6
O=C1C(N=Nc2ccc([N+](=O)[O-])cc2)Sc2nc3ccccc3n21 (stereo not drawn)	-2	8	12	-14	-40	26
O=C(O)c1ccc(C(=O)c2ccc(C(=O)c3ccc(C(=O)O)cc3)cc2)cc1	-13	4	-15	-52	-18	-9
CC(Cc1ccccc1)Nc1ccccc1 (stereo not drawn)	-12	31	62	-10	4	18
O=C1C=CC(=O)N1c1ccc(-c2ccc(N3C(=O)C=CC3=O)cc2)cc1	46	61	58	27	36	48
CCCNS(=O)(=O)c1ccc(Cl)cc1	-5	0	-4	2	-3	20
[O-][N+]12CCCCC1CCCC2CO (stereo not drawn)	-12	-20	7	-4	4	24
CCCC(=O)C(CC)C(=O)OCC (stereo not drawn)	0	-3	11	-10	-1	-9
O=C=Nc1ccccc1-c1ccccc1	-9	-10	-12	-24	-1	10
